eIF4E 4G PPI: inhibitors of eIF4E and eIF4G interaction in translation initiation | P63073+Q04637 | TR-FRET eIF4E-eIF4GI(517-606) binding, 2 h | inhibition, % at 21.7 µM | 220,000 compounds, 0.37% hits | AID 782;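 also: 0% = full FRET control wells and 100% = background wells lacking eIF4GI fragment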
14-3-3 Bad PPI: disrupts binding of bovine 14-3-3 zeta to phospho-Bad peptide; AID 781; TR-FRET 14-3-3zeta/Dy647-pBad peptide displacement, 1 h; P63103; inhibition, % at 21.7 µM; 220,000 compounds, 0.71% hits;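 active = inhibition above about 70%, limit read from the data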;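 also: 0% = full 14-3-3 plus peptide FRET controls and 100% = background without 14-3-3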
Target sequence (P63103 whole entry, looked up): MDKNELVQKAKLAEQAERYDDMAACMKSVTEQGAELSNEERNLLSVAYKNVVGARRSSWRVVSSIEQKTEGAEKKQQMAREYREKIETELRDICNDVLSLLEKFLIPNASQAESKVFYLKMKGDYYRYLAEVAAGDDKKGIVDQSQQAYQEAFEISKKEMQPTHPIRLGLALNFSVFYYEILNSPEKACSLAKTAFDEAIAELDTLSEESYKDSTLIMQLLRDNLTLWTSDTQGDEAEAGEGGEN
thrombin 1536: thrombin (human) inhibition | P00734 | alpha-thrombin, Boc-VPR-AMC fluorogenic substrate cleavage | 220,000 compounds, 0.26% hits | inhibition, % at 5 µM;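 active = inhibition at or above 40%; inactive = inhibition below 40%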;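 also: 0% = enzyme with no compound and 100% = wells without enzyme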
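Material: human alpha-thrombin protein. Incubation: reaction at ambient temperature. Technique: fluorescence of released AMC, ex 355 nm, em 460 nm. Control set: no-compound enzyme wells and no-enzyme blanks. Also added: Boc-VPR-AMC substrate, 15 µM final. Buffer or medium: pH 7.5 Tris (50 mM) with NaCl 150 mM, Tween 20 0.05%.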
Rad51 HR inh: blocks human Rad51 in homologous recombination; Q06609; hRad51 DNA strand exchange, fluorescence dequenching; inhibition, % at 10 µM; 200,000 compounds, 0.085% hits;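 active = inhibition above 40% at the single screening dose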;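 also: 0% = DMSO control wells and 100% = blanks with heterologous ssDNA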
Target sequence (Q06609 whole entry, looked up): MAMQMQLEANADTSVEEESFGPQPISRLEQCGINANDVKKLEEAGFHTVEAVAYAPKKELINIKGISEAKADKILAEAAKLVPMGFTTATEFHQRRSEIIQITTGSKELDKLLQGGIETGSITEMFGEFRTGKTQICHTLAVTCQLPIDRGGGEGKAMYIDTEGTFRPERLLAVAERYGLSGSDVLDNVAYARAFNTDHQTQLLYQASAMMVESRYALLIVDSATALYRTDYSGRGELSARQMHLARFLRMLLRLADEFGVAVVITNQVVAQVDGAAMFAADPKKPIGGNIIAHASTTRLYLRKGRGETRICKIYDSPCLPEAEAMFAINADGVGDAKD
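System: human Rad51 nucleoprotein filaments preassembled on unlabelled ssDNA. Reagent: labelled 47-mer dsDNA for strand exchange. Schedule: 30-min compound preincubation and 15-min exchange, both room temperature. Measured by: FRET fluorescence dequenching, excitation 485 nm, emission 520 nm. Read-out: Fluorescence-based percent inhibition, control- and blank-normalised. Benchmarks: plate controls and plate blanks.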
Furin inh: blocks human furin protease activity | purified furin, fluorogenic substrate cleavage | inhibition, % at 30 µM | 220,000 compounds, 0.061% hits; in the data active = inhibition above about 25%; also: inactives centre near -15
NCF1 inh: p47phox (human) inhibition | P14598 | p47phox/p22phox peptide binding, fluorescence polarization, 2 h | inhibition, % at 24.7 µM | 220,000 compounds, 0.53% hits;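 also: 0% = p47phox with labelled peptide and 100% = labelled peptide alone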
Cl transport mod: KCC2 (human) Cl- transport modulation | 190,000 compounds, 2.2% hits | KCC2 cells, thallium flux FluoZin-2 fluorescence | Q9H2X9 | B-score of Tl+ flux slope (higher = more flux/activation; lower = inhibition) at 10 µM;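 active = thallium flux slope and its plate-corrected score both differing from the plate sample mean at a set confidence after two filtering rounds, in either direction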;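 also: slope of fluorescence scaled to starting intensity during 10 to 20 s after thallium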
EBV gp42 inh: blocks Epstein-Barr virus glycoprotein 42 binding | inhibition, % (tested at 21.74 µM) | 220,000 compounds, 0.42% hits | Q1HVG2 | Fluorescence polarization binding assay, mP read-out | AID 1085; in the data active = inhibition above about 50%
Target sequence (Q1HVG2 whole entry, looked up): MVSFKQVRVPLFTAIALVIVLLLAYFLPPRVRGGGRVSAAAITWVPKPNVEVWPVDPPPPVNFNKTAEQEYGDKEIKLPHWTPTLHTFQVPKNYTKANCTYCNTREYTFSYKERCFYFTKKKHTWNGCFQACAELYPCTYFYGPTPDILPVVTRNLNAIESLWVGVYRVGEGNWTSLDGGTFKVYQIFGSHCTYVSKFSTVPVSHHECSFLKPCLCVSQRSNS
hK5 inh: inhibitors of human kallikrein 5; Q9Y337; recombinant hK5, fluorogenic AMC substrate cleavage; inhibition, % at 5 µM; 210,000 compounds, 0.59% hits;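 active = inhibition of 40% or more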;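 also: 0% = enzyme controls without compound and 100% = no-enzyme blanks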
Target sequence (Q9Y337 67-293 limits assumed): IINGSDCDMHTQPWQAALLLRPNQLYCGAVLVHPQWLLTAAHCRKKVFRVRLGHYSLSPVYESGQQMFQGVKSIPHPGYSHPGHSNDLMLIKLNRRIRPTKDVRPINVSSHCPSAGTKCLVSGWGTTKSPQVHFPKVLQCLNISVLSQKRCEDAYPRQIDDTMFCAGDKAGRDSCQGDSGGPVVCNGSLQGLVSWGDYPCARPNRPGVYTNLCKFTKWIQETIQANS
* hit, by the source's call; nt = not tested or not shown; [ ] = another dose, or the depositor's remark.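 The calls were made as follows, unless noted: active = inhibition above about 30% (limit read from the data); inactive = the rest.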 Compounds were not picked by outcome; about 4.7% have a hit in one of these screens.

Start of the listing, in advance, two compounds:
SMILES	eIF4E 4G PPI	14-3-3 Bad PPI	thrombin 1536	Rad51 HR inh	Furin inh	NCF1 inh	Cl transport mod	EBV gp42 inh	hK5 inh
Cc1cc2cc(CN(CCN3CCOCC3)C(=O)Nc3ccccc3F)c(=O)[nH]c2cc1C	5[fluorescence artefact?]	11	0	3	-13	4	-0.2	-7	-13
CC(=O)Nc1ccc(OCC(O)CN2CCN(c3ccc(C)c(Cl)c3)CC2)cc1 (stereo not drawn)	-10[fluorescence artefact?]	-16[fluorescence artefact?]	-4	-4	-17[20 µM]	-9	0.37	-20	1

The listing, from the start:
SMILES	eIF4E 4G PPI	14-3-3 Bad PPI	thrombin 1536	Rad51 HR inh	Furin inh	NCF1 inh	Cl transport mod	EBV gp42 inh	hK5 inh
Cc1cc2cc(CN(CCN3CCOCC3)C(=O)Nc3ccccc3F)c(=O)[nH]c2cc1C	5[fluorescence artefact?]	11	0	3	-13	4	-0.2	-7	-13
CC(=O)Nc1ccc(OCC(O)CN2CCN(c3ccc(C)c(Cl)c3)CC2)cc1 (stereo not drawn)	-10[fluorescence artefact?]	-16[fluorescence artefact?]	-4	-4	-17[20 µM]	-9	0.37	-20	1
CCN(CC)C(=S)SCC(=O)c1ccc(Br)cc1	-5	-3	0	nt	-19	-8	0.45	-4	-8
Cc1nc(SCc2ccc(O)c([N+](=O)[O-])c2)c([N+](=O)[O-])[nH]1	4	-4	2	4	17	-1	nt	-19	3
O=C(NC(=S)NC1CCCCCCCCCCC1)c1cccnc1	nt	nt	-1	16	-22[20 µM]	-4	0.39	-10	-1
O=C(O)CSCNC(=O)CC12CC3CC(CC(C3)C1)C2	3	30	4	-1	-16	-1	nt	-4	31
Cc1nc2ccc(-c3nc4cc(N)ccc4o3)cc2[nH]1	-14	-17	15	5	-20[20 µM]	-26	0.2	3	-17
CCOC(=O)N1CCC(NC(=O)c2cc(C(=O)NCc3cccc(Cl)c3)ccc2CO)CC1	2	-2	1	-1	-10	-5	-0.53	-6	-1
CCn1c(SCC(=O)Nc2cc(C)on2)nc2c1c(=O)n(C)c(=O)n2C	8	0	7	6	-9	-1	0.015	-22	1
COC(=O)C1=C(C(=O)OC)[C@@H]2N(C)c3ccccc3[C@@]23C[C@@H](C(=O)OC)N(C(C)=O)C3=N1	-1	2	0	-2	-1	-10	0.22	-20	-2
Cc1cc(/C=N/NC(=O)C(O)(c2ccccc2)c2ccccc2)c(C)n1-c1ccc(C(=O)O)cc1	1	-12	12	21	-9	-21	1.1	4	33
CC(C)COC(=O)CNc1n[nH]c(=S)[nH]c1=O	1	-8[fluorescence artefact?]	-8	1	-8[20 µM]	2	0.84	-13	-34
COc1ccc([N+](=O)[O-])cc1NCc1ccccc1	0[fluorescence artefact?]	-5[fluorescence artefact?]	-3	10	-15	-10	-3.8*	-2	-4
Cc1nn(C(C)(C)C)c(C)c1/C=N/OC(=O)Nc1ccc(Cl)c(Cl)c1	6	-7	-2	5	-6	-13	nt	-6	0
CCCC(C)C(=O)Nc1ccc(S(=O)(=O)Nc2nccc(C)n2)cc1 (stereo not drawn)	0	-17	-9	-3	-20	-4	-0.13	-5	0
O=C(NCc1ccc2c(c1)OCO2)c1cc(-c2ccccc2)on1	1	28	0	12	0[20 µM]	-3	1.6	-16	-19
CC(C)(C)NC(=O)C1CCN(C(=O)c2ccc(Br)cc2)CC1	3	-8	-3	-5	12[20 µM]	0	-0.94	-2	-8
NNC(=O)c1cc2nc(-c3cccs3)cc(C(F)(F)F)n2n1	-8	-4	-10	-4	-4	-4	1.8	9	-2
CN(Cc1ccccc1)C(=O)COC(=O)c1cncc(Br)c1	0	-10	9	-9	-33	-7	-0.88	-16	-7
COc1ccc2c(c1OC)C(=O)N(c1cccc(C)c1)C2	-8	3	1	5	-23[20 µM]	-9	-0.65	-2	-17
NC(=S)N/N=C\c1c(OCc2ccccc2Cl)ccc2ccccc12	2	-6	0	nt	-6	0	-0.019	-6	nt
O=C(CCS(=O)(=O)c1cccs1)N1CCN(c2ccc(F)cc2)CC1	0	1	-2	5	-24	-4	nt	-2	0
CCOc1ccccc1C(=O)N1CCC(n2nnc3cc(C(F)(F)F)ccc32)CC1	8	-1	-5	2	-28[20 µM]	-6	0.16	5	-2
COc1cccc(-c2nnc(SCC(=O)N3CCCC3=O)n2-c2ccccc2)c1	6	-3	14	0	-13	-10	0.58	-1	16
CN1CCN(S(=O)(=O)c2cccc(S(=O)(=O)c3cccc(S(=O)(=O)N4CCN(C)CC4)c3)c2)CC1	-6[fluorescence artefact?]	14	-9	-2	-9[20 µM]	5	nt	-16	-18
CCOc1ccccc1NC(=O)Cn1nnc(C(=O)Nc2ccc(C)cc2)c1N	-1	-3	-5	nt	-9	-2	-0.18	7	-10
CC(C)c1[nH]c(=O)c(C#N)c2c1CSC(C)(C)C2	1	0	-2	23	-8	1	-0.053	-29	3
O=C(OCc1nc2ccc(Cl)cc2n1CCO)c1ccc2c(c1)OCO2	-15[fluorescence artefact?]	1[fluorescence artefact?]	-5	3	-6	-19	-0.45	-24	-11
Nc1nc(SCc2ccc(Cl)c(Cl)c2)n[nH]1	16[fluorescence artefact?]	-5	-11	7	-8	-3	-2	-1	-13
Cc1cc(NC(=O)Cn2nc(-c3ccccc3F)ccc2=O)ccc1-n1cnnn1	-10	-4	1	1	-18	-17	-0.02	-9	-8
COc1cc(NC(=O)C2CCCN2C(=O)OCc2ccccc2)cc(OC)c1 (stereo not drawn)	4[fluorescence artefact?]	10[fluorescence artefact?]	-7	nt	-10	-7	0.19	1	-3
Cc1ccc(C)c(-n2c(-c3ccncc3)n[nH]c2=S)c1	-3	-4	-4	15	-14	-6	0.23	-9	-5
CC(=O)c1nnn(-c2cccc(C#N)c2)c1C	-1	-2	-8	nt	-11	-3	1.2	-17	-1
O=C(NCCc1ccc(F)cc1)N1CCOCC1	-3	-3	-1	-9	-8[20 µM]	-5	0.11	-8	5
C/C(CCCO)=N/Nc1ccc([N+](=O)[O-])cc1[N+](=O)[O-]	6	-7	-4	nt	-6	-1	0.061	6	nt
COC(=O)COc1cccc(NC(=O)c2ccc(Cl)cc2)c1	-2	-5	-5	11	-17	3	-0.3	5	-1
Cc1ccc(OCC(=O)NS(=O)(=O)c2ccccc2)cc1	3	1	-6	-5	-28	10	-0.0027	5	-1
COc1ccccc1CN(C)CC(=O)Nc1ccc(Cl)cc1F	0	3	-4	-6	-10	-2	-0.11	-3	3
O/N=C/c1cc(Br)cc(Br)c1OCc1ccccc1	1[fluorescence artefact?]	8[fluorescence artefact?]	-3	2	-11[20 µM]	-3	0.37	-3	-7
O=C(Nc1nnc(-c2ccccc2F)s1)C1CCN(S(=O)(=O)c2ccc(Cl)cc2)CC1	1	-4	-3	-8	-6	-3	0.095	-25	-5
O=C1C2CCCCC2C(=O)N1Cc1ccccc1 (stereo not drawn)	-1	1	-3	5	-17	4	nt	-3	-2
CCC(C)NCCOCCOc1ccc(C)cc1OC (stereo not drawn)	0[fluorescence artefact?]	33[fluorescence artefact?]	2	26	5	5	1.7	0	-4
COc1ccc(OC)c(Nc2cc(C(=O)NCCCN3CCOCC3)c3ccccc3n2)c1	-3	-12[fluorescence artefact?]	0	nt	-4	-16	nt	-9	13
CCc1ccc(N=c2c([N+](=O)[O-])nn(-c3ccccc3)n2O)cc1	2	7	2	5	-13[20 µM]	-5	0.27	-15	-5
Cc1cc(Cl)ccc1NC(=S)NCCC(c1ccccc1)c1ccccc1	2	4	2	-3	-18[20 µM]	-20	nt	10	-22
COc1ccc(OC)c(C(=O)CSc2nnc(-c3cccnc3)n2C)c1	3	-2	1	12	-20[20 µM]	-5	0.065	-9	2
Cc1ccc(-c2nn(-c3ccccc3)cc2C(=O)Nc2cccc(S(=O)(=O)N3CCOCC3)c2)cc1	-3[fluorescence artefact?]	1[fluorescence artefact?]	-4	-2	-13	-11	0.72	-4	-7
CCOC(=O)C1CCCN(c2c(N3CCc4ccccc4C3)c(=O)c2=O)C1 (stereo not drawn)	0	1	-12	nt	-17	-13	-1.4	-4	-26
CC(C)(CNS(=O)(=O)c1ccc(Cl)cc1)N1CCCCC1	2	-6	0	2	-9	-11	1.4	-14	-24
CNC(=O)c1ccc2nc(NC(C)=O)sc2c1	3[fluorescence artefact?]	7[fluorescence artefact?]	0	9	-13[20 µM]	-1	0.5	-3	-19
CCNC(=O)CC1SC(=Nc2cccc3ccccc23)N(C)C1=O (stereo not drawn)	16	-12[fluorescence artefact?]	-1	21	-17	-7	-0.033	-28	-16
COCCNC(=O)CN(C(=O)Cn1nnc2ccccc21)c1cc(C)cc(C)c1	-1	-8	-10	10	-28	4	0.031	-4	-4
CCOc1ccc2nc(NC(=O)CSc3ccccc3)sc2c1	2	-1	4	-6	-17[20 µM]	-8	-0.055	-19	6
CC/C(C)=N/NS(=O)(=O)c1ccc(C)c([N+](=O)[O-])c1	-13	7	1	5	-19	4	2	-9	7
CC1CCN(c2nc3ccccn3c(=O)c2C=O)CC1	2	0	-7	4	-8	-8	1.1	-10	1
CCOc1ccccc1N1CCN(C(=O)Nc2ccc(Cl)c(Cl)c2)CC1	3	11	-5	nt	-14	2	nt	-14	-12
C/C=C/c1ccc(OCC(=O)OCC(=O)NC2CC2)c(OC)c1	2	56	0	8	-28	-5	-0.072	0	4
Cc1ccc(NC(=S)Nc2cc(-c3ccccc3)[nH]n2)cc1Cl	6	-10	-1	25	-30	-13	1.5	-17	-4
O=C(CC1C(=O)NCCN1Cc1cccc(Oc2ccccc2)c1)NCC1CCOCC1 (stereo not drawn)	1	-11	-3	4	-24	0	-0.27	-10	0
CC1=C/C(=N\NC(=S)NCCc2ccccc2)CC(C)(C)C1	1	-21	0	4	-6	-20	0.93	-11	-16
Continued:
SMILES	eIF4E 4G PPI	14-3-3 Bad PPI	thrombin 1536	Rad51 HR inh	Furin inh	NCF1 inh	Cl transport mod	EBV gp42 inh	hK5 inh
CCCCCC(=O)Nc1cccc(C2=NOC3(C2)C[C@H](C(N)=O)N(C(=O)c2ccccc2C(=O)c2ccccc2)C3)c1 (stereo partly drawn)	-2	-3	-2	7	-26	-26	-0.17	-11	3
CC(=O)N1CCc2c(sc(NC(=O)c3ccc4c(c3)OCCO4)c2C#N)C1	3	-7	-4	-6	-26	-12	1.2	-9	-10
CCCC(=O)NC(c1ccc(OC)c(OC)c1)c1cc(Cl)c2cccnc2c1O (stereo not drawn)	-1	-20	5	-10	-33	-6	0.75	13	-9
Cc1ccc(C(=O)ON=C2CCN(c3ccc([N+](=O)[O-])cc3)CC2)cc1	0	6	6	-7	-14	-65	-1.1	-28	9
CCN(CC)C(=O)Cn1cnc([N+](=O)[O-])n1	16[fluorescence artefact?]	11	-2	-9	-18[20 µM]	-4	-1.7	2	9
CCc1ccc(C(C)NC(=O)c2ncn[nH]2)cc1 (stereo not drawn)	2	-26	2	-2	-8	2	0.36	-3	-13
O=C(C[n+]1ccccc1)N1c2ccccc2Sc2ccccc21	4	-2	-2	5	-25	-4	-1.4	-18	4
Cc1ccc(-c2noc(CN(C(=O)CCN3C(=O)c4ccccc4C3=O)C(C)C)n2)cc1	0[fluorescence artefact?]	-10[fluorescence artefact?]	2	0	-3[20 µM]	-9	-0.13	-11	-7
